# USP1 inh: inhibitors of human USP1/UAF1 deubiquitinase; O94782; recombinant USP1/UAF1, Ub-Rhodamine cleavage fluorescence; Potency, µM (top dose mostly 57.1 µM), inactives show at the highest dose activity change, negative = inhibition, hits mostly inhibitors; 390,000 tested, 0.23% active; AID 743255; also: % is scaled to controls: 0 for no effect and ±100 for the full control effect; nearly all actives have a fitted effect of over 60% in size; inactives centre near -12
# Target sequence (O94782 whole entry, looked up): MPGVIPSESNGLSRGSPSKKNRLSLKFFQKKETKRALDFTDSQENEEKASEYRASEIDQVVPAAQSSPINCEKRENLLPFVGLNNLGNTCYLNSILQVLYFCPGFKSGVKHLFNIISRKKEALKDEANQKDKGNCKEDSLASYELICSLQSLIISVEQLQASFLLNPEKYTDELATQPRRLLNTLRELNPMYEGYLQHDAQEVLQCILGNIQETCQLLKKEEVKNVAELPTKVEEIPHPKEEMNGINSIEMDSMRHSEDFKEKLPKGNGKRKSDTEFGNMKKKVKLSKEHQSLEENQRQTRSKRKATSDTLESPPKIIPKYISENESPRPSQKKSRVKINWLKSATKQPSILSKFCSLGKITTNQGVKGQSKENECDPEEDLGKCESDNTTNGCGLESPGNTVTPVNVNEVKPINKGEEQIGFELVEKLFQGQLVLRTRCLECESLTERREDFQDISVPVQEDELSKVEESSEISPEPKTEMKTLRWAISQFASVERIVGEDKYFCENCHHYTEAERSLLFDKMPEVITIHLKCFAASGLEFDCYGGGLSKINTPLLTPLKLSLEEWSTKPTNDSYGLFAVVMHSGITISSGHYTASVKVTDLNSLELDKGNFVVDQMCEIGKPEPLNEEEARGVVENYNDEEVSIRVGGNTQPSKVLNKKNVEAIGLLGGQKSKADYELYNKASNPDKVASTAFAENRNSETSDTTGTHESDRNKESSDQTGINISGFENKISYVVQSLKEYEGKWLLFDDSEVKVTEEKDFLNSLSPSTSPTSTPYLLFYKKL
#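 USP1/UAF1 complex at 1 nM was preincubated with compound for 15 min at room temperature, then Ub-Rho substrate (150nM final) was added. Fluorescence (480/540 nm) was read kinetically, 6 reads every 60 seconds.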
# RXFP1 agonist: activates the human relaxin receptor RXFP1 | Q9HBX9 | HEK293T-RXFP1 cAMP TR-FRET, 30 min; response scale: percent of porcine relaxin response, buffer zero | Potency, µM (doses to about 57.5 µM), for inactives: at the top dose activation, actives largely listed as activators | 370,000 tested, 0.3% active | AID 2676; also: % is scaled to controls: 0 for no effect and ±100 for the full control effect; nearly all actives have a fitted effect of over 60% in size; many of its hits are not listed in these tables
#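 cAMP rise read by TR-FRET after 30 min, 37C compound exposure (up to 58 uM) in RXFP1-transfected HEK293 cells with Ro 20174 present. EC50 from Hill-equation fits, with 29 nM porcine relaxin as 100% and buffer as basal.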
# mIDH1 inhibitor: human IDH1 R132H inhibition; O75874; IDH1-R132H enzyme, NADPH consumption, diaphorase/resazurin fluorescence; Potency, µM (top dose mostly 76.6 µM), for the others: top-dose activity change, negative = inhibition, most hits filed as inhibitors; 390,000 tested, 0.093% active; AID 602179; also: % is scaled to controls: 0 for no effect and ±100 for the full control effect; nearly all actives have a fitted effect of over 65% in size
#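 IDH1-R132H (0.5 ug/mL) preincubated 30 min with compound, then NADPH (0.016 mM) and alpha-KG (2 mM) added; 80 min at RT, pH 7.5. Remaining NADPH coupled via diaphorase/resazurin to fluorescence (540/590 nm); concentration-response curves normalized to no-enzyme control.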
# TrxR1 substrate: is turned over as a substrate by rat TrxR1; purified TrxR1 substrate turnover, NADPH consumption readout; Potency, µM (doses to about 114 µM), for inactives: top-dose activity change, negative = substrate turnover; 390,000 tested, 0.01% active; AID 588456; also: % is scaled to controls: 0 for no effect and ±100 for the full control effect; nearly all actives have a fitted effect of over 50% in size
#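 Rat TrxR1, dispensed at 90 nM, was prereduced with 400 uM NADPH (final) for 5 min at ~22 deg C, then incubated with compound 15 min before 400 uM selenite. A first-read NADPH fluorescence drop versus no-compound background flagged substrates.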
# 12-LOX inh: ALOX12 (human) lipoxygenase inhibition; Potency, µM (top dose mostly 108 µM), for inactives: at the top dose activity change, negative = inhibition, most hits filed as inhibitors; 580,000 tested, 1.1% active; purified 12hLO, xylenol orange hydroperoxide absorbance; AID 1671190; P18054; also: % is scaled to controls: 0 for no effect and ±100 for the full control effect
#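 Hydroperoxide product was detected by ferrous iron/xylenol orange as the 573 to 405 nm absorbance ratio. Arachidonic acid at 40 uM (final) was turned over for 30 min at room temperature by 150 nM human 12hLO, pH 7.0 Hepes buffer, after 15 min compound preincubation.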
# Vif-APOBEC3G blk: Vif-A3G binding inhibition; HeLa A3G-eYFP + Vif (tagged APOBEC3G with the HIV-1 protein that degrades it), YFP fluorescence, overnight; Potency, µM (top dose mostly 46.1 µM), for inactives: at the top dose activity, negative = active, most hits filed as inhibitors; 410,000 tested, 0.076% active; AID 602310;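 also: % is scaled to controls: 0 for no effect and ±100 for the full control effect; nearly all actives have a fitted effect of over 60% in size; hits raise eYFP signal because A3G escapes Vif-driven loss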
#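 HeLa cells stably expressing Vif and C-terminally eYFP-tagged A3G, seeded overnight at 37 deg C, then exposed to compound by pintool overnight at 37 deg C. Rise in yellow fluorescence (Ex 488/Em 500-530, Acumen) marks blocked Vif-driven A3G degradation.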
# Vif-APOBEC3F blk: inhibitors of Vif-A3F interaction. HeLa A3F-eYFP + Vif (tagged APOBEC3F with the HIV-1 protein that degrades it), YFP fluorescence increase. Potency, µM (highest dose often 46.1 µM), for inactives: at the top dose activity, negative = active. 390,000 tested, 0.2% active. AID 602313; also: % of control where 0% means no effect; nearly all actives have a fitted effect of over 65% in size
#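 HeLa cells stably expressing Vif plus C-terminally eYFP-tagged A3F were seeded, incubated overnight at 37 deg C, dosed with compound, incubated overnight again at 37 deg C. Yellow fluorescence (Ex 488/Em 500-530) reported blocked Vif-mediated A3F-eYFP degradation.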
# RGS4 inhibitor: blocks human RGS4-accelerated GTP hydrolysis; Transcreener GDP fluorescence polarization, RGS4-accelerated GTP hydrolysis; Potency, µM (top dose mostly 114 µM), without a hit: at the top dose activity change, negative = inhibition, actives largely listed as inhibitors; 390,000 tested, 0.039% active; P49798; also: % is scaled to controls: 0 for no effect and ±100 for the full control effect; nearly all actives have a fitted effect of over 75% in size; some results filed as inactive show a strong effect at the top dose
# Target sequence (P49798 whole entry, looked up): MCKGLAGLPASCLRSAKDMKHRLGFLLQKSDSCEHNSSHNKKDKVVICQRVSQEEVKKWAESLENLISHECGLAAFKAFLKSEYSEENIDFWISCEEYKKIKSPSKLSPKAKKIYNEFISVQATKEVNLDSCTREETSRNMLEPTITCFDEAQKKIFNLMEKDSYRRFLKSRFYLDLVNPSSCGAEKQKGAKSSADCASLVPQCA
#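 MLSMR compounds (23 nl, pin-transferred) preincubated 10 min at room temperature with a 500nM (2x) first reagent, then RGS4 at 900nM (2x) plus Transcreener GDP mix added; fluorescence polarization (620/688 nm) read before and after 90 min at 30 °C.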
# rTrxR1 inhibitor: rat TrxR1 inhibition; recombinant rTrxR1, NADPH fluorescence consumption, selenite substrate; Potency, µM (series often up to 114 µM), without a hit: at the highest dose activity change, negative = inhibition, usual class: inhibitors; 390,000 tested, 1% active; AID 588453; also: % is scaled to controls: 0 for no effect and ±100 for the full control effect; nearly all actives have a fitted effect of over 65% in size
#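 Rat TrxR1 (90 nM in the dispensed reagent) was pre-reduced with 400 uM NADPH for 5 min at room temperature, then incubated with compound for 15 min. After 400 uM selenite was added, NADPH fluorescence (Ex 340/Em 450 nm) was followed for 8 min.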
# Starred values were filed as active, the others as inactive; ? = inconclusive; . = not tested or not shown; & = joins results of further samples; [ ] = remark or other dose. Calls follow the shape of the dose curve; as a rule, active = well fitted curve in the direction sought with a large enough effect; inconclusive = small, poorly fitted or top-dose-only effect, or another doubt; inactive = no such curve, though single readings can be large; an effect the other way counts as inactive or inconclusive. Potency is read from the fitted curve at half-maximal effect. A portion of the library, so the mix of outcomes need not match the whole.
Structure,rTrxR1 inhibitor,TrxR1 substrate,12-LOX inh,Vif-APOBEC3F blk,RGS4 inhibitor,Vif-APOBEC3G blk,mIDH1 inhibitor,RXFP1 agonist,USP1 inh
O=C1CSC(c2ccc(Cl)cc2)N1 (stereo not given),27%[57.1 µM],2%[57.1 µM],?,0%,-38%,-2%,13%,0.2%,-10%
Cc1ccc(NC(=O)c2ncn(CC(=O)N[C@H](CO)Cc3c[nH]c4ccccc34)n2)cc1C,1%,-6%,?,1%,5%,1%,-16%,.,-12%
CC(C)(C)C1CCc2nc(NC(=O)COc3ccccc3[N+](=O)[O-])sc2C1 (stereo not given),7%,-3%,-10%,-1%,9%,4%,0%,11%,-21%
CCOC(=O)C1C(c2ccc(O)cc2)NC(=O)NC1(O)C(F)(F)F (stereo not given),29%,6%,-1%,0%,2%,1%,-2%,0.3%,-22%
O=C(CN1CCC(NC(=O)Nc2ccc(F)cc2)CC1)Nc1ccccc1[N+](=O)[O-],-10%,-7%,-7%,9%,-8%,-1%,-1%,2.5%,-20%
COc1cccc(C2N(Cc3ccccc3)C(=O)C2(F)F)c1OC (stereo not given),9%,-1%,-4%,15%,8%,4%,3%,0.7%,-18%
COc1cc(OC)cc(C(=O)NC2CC(C)(C)NC(C)(C)C2)c1,1%[57.1 µM],-3%[57.1 µM],-4%,9%,-20%,2%,-2%,-1.6%,3%
Cc1ccc(-c2nc(S(=O)(=O)c3ccc(C)cc3)c(SCC(=O)c3ccccc3)o2)cc1,16%,11%[2.29 µM],-1%,3%,?,-8%,-5%,1.4%,-6%
O=[N+]([O-])c1cc(S(=O)(=O)Nc2ccc(Cl)cc2)ccc1N/N=C/c1ccncc1,-19%,-20%,-1%,7%,20%,3%,-4%,1.8%,-7%
COc1ccc(CCCC(=O)O)c(C)c1,-9%,-7%,-1%,.,10%,-1%,5%,0.6%,-7%
CN(Cc1ccccc1F)c1ncnc2sccc12,2%,7%,-11%,5%,-2%,0%,3%,3.2%,-15%
Cc1ccc(S(=O)(=O)N2CCCCC2C(=O)Nc2nncs2)cc1 (stereo not given),-2%,4%,0%,10%,-15%,-2%,-4%,2.1%,-15%
Cc1ccc(S(=O)(=O)N2CCOCC2)cc1NC(=O)Nc1ccc([N+](=O)[O-])cc1,6%,-6%,-1%,-16%,-44%,1%,-10%,.,-11%
Cc1ccc2c(c1)C(=O)C(=O)N2c1ccc(C(F)(F)F)cc1,25%,-7%,-20%,5%,-9%,-7%,-10%,.,-20%
Cc1ccc(S(=O)(=O)Nc2ccccc2C(=O)NCc2cccnc2)cc1,12%,10%,21%&5%,0%,-2%,-3%,3%,0.0%,-18%
Cc1ccc(NC(=O)CSc2nc3ccccc3c3nc(CCn4c(C)nc5ccccc54)nn23)cc1F,16%[57.1 µM],-1%[57.1 µM],-18%,-10%,?,?,-10%,-0.5%,-29%
COCCc1nn2c(=O)cc(COC(=O)c3cc(OC)c(OC)c(OC)c3)nc2s1,23%,-1%,-3%,-6%,-13%[56.9 µM],1%,-6%,11%,-16%
Cc1nnc(SCC(=O)N(Cc2ccccc2)C(C)C)n1-c1ccccc1,4%,-4%,33%[activator],-12%,6%,0%,3%,-0.4%,-15%
O=C(COC(=O)CCC(=O)c1ccc(F)cc1)Nc1nnc(-c2ccccc2)o1,9%[57.1 µM],2%[57.1 µM],-5%,?,-26%,-1%,-9%,-0.4%,-12%
CNC(=O)NC(=O)COC(=O)CCCSc1nc2ccccc2s1,-15%,-13%,-7%,0%,-9%,1%,-1%,4.7%,-19%

# Overlap with the part before: two entries, then new ones.
Structure,rTrxR1 inhibitor,TrxR1 substrate,12-LOX inh,Vif-APOBEC3F blk,RGS4 inhibitor,Vif-APOBEC3G blk,mIDH1 inhibitor,RXFP1 agonist,USP1 inh
O=C(COC(=O)CCC(=O)c1ccc(F)cc1)Nc1nnc(-c2ccccc2)o1,9%[57.1 µM],2%[57.1 µM],-5%,?,-26%,-1%,-9%,-0.4%,-12%
CNC(=O)NC(=O)COC(=O)CCCSc1nc2ccccc2s1,-15%,-13%,-7%,0%,-9%,1%,-1%,4.7%,-19%
CCOc1cccc(=O)c2c(C)n(Cc3ccccc3)c(C)c12,21%,4%,-1%,2%,13%,1%,-4%,0.0%,-25%
COc1ccc(C(=O)N2CC(=O)Nc3ccc(F)cc3C2c2ccc(F)cc2)c(OC)c1 (stereo not given),14%,7%,3%,3%,8%,-11%,-4%,1.0%,-9%
Cc1ccc(CNC(=O)CCc2cn(C)c3ccccc23)cc1,20%,5%,0%&-35%,16%&1%,-1%&-11%,2%&-4%,14%&2%,4.3%&0.4%,-18%&-17%
Cc1c(O)ccc(NC(=O)/C=C/c2ccccc2)c1C,-1%[57.1 µM],9%[57.1 µM],-12%,5%,1%,-2%,1%,3.8%,-7%
Cc1ccc(S(=O)(=O)c2nc(S(=O)(=O)c3ccccc3)sc2N2CCN(CCO)CC2)cc1,-6%,0%,1%,-2%,3%,-24%,1%,3.7%,-21%
O=C(O)/C=C/C(=O)Nc1ccc(F)cc1F,-20%,1%,-18%[57.4 µM],-5%,-10%,-5%,0%,-0.8%,5%
COc1ccc(C2CC(c3cccs3)=NN2C(=O)CN2CCCCC2)cc1 (stereo not given),14%[57.1 µM],-17%[57.1 µM],-11%,2%,-3%,1%,6%,3.4%,-12%
CCCCCCn1c(C)nc2c(c1=O)c1nc3ccccc3nc1n2/N=C/c1ccco1,?,-3%,-17%,6%,-33%,0%,0%,0.1%,-24%
Cc1ccccc1OCC(=O)OCC(=O)c1c[nH]c2ccccc12,-17%,-10%,-1%,-1%,26%,-5%,-1%,-0.7%,?
O=C(c1ccccc1)N1CCN(S(=O)(=O)N2CCCCC2)CC1,0%[57.1 µM],-13%,0%,-4%,17%,1%,-2%,0.4%,0%
CN(C)C(=O)c1cn(CCC#N)nc1-c1ccc2ccccc2c1,11%,-3%,1%,6%,-9%,0%,-2%,2.3%,-11%
COc1ccc(OC)c(S(=O)(=O)Nc2ccccc2C(=O)O)c1,-1%,0%,-11%,1%,1%,3%,-1%,-0.3%,-5%
Cc1ccc(OCC(=O)Nc2cc(NC(=O)COc3ccc(C)cc3)cc(C(=O)O)c2)cc1,20%,6%,-13%,-6%,-18%,-8%,1%,2.0%,-25%
Cc1cccc(CSc2nnc(C)c(=O)n2N)c1,-4%,-11%,-1%,-6%,12%,0%,8%,0.4%,-4%
CC(C)(C)C(=O)C(Cc1ccccc1Cl)n1cncn1 (stereo not given),-9%,-8%,-9%,0%,9%,0%,0%,-0.9%,-5%
N#Cc1nc(-c2ccco2)oc1N1CCN(c2ccccc2)CC1,6%,5%,?,-7%,-37%,-3%,8%,0.4%,?
COc1ccc(NC(=O)CN(C)CC(=O)Nc2cccc(C(F)(F)F)c2)cc1,8%[57.1 µM],4%[57.1 µM],1%,-2%,11%,-4%,22%,-2.2%,-20%
CNC(=O)c1c(NC(=O)c2ccc(S(=O)(=O)N(C)c3ccccc3)cc2)sc2c1CCN(C(C)C)C2,18%,-2%,0%,7.1µM*,-50%,?,-7%,0.2%,-23%

# An excerpt of these results, with two lines to a compound:
# Results follow in this order: rTrxR1 inhibitor	TrxR1 substrate	12-LOX inh	Vif-APOBEC3F blk	RGS4 inhibitor	Vif-APOBEC3G blk	mIDH1 inhibitor	RXFP1 agonist	USP1 inh
- Cc1ccc(OCC(=O)Nc2cc(NC(=O)COc3ccc(C)cc3)cc(C(=O)O)c2)cc1
    20%	6%	-13%	-6%	-18%	-8%	1%	2.0%	-25%
- COc1ccc(C(=O)N2CC(=O)Nc3ccc(F)cc3C2c2ccc(F)cc2)c(OC)c1 (stereo not given)
    14%	7%	3%	3%	8%	-11%	-4%	1.0%	-9%
- CN(C)C(=O)c1cn(CCC#N)nc1-c1ccc2ccccc2c1
    11%	-3%	1%	6%	-9%	0%	-2%	2.3%	-11%
- COc1ccc(OC)c(S(=O)(=O)Nc2ccccc2C(=O)O)c1
    -1%	0%	-11%	1%	1%	3%	-1%	-0.3%	-5%

# Three structures out of the list, sorted by length of the SMILES, rising.
Structure,rTrxR1 inhibitor,TrxR1 substrate,12-LOX inh,Vif-APOBEC3F blk,RGS4 inhibitor,Vif-APOBEC3G blk,mIDH1 inhibitor,RXFP1 agonist,USP1 inh
Cc1ccc(CNC(=O)CCc2cn(C)c3ccccc23)cc1,20%,5%,0%&-35%,16%&1%,-1%&-11%,2%&-4%,14%&2%,4.3%&0.4%,-18%&-17%
O=C(c1ccccc1)N1CCN(S(=O)(=O)N2CCCCC2)CC1,0%[57.1 µM],-13%,0%,-4%,17%,1%,-2%,0.4%,0%
COc1ccc(NC(=O)CN(C)CC(=O)Nc2cccc(C(F)(F)F)c2)cc1,8%[57.1 µM],4%[57.1 µM],1%,-2%,11%,-4%,22%,-2.2%,-20%
